From PubChem
NCOA1 inh – inhibits human SRC1 coactivator. Q15788. HEK293 GAL4-SRC1 luciferase reporter, luminescence. 360,000 tested, 0.12% active. inhibition, % at 3.6 µM;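 active = inhibition above the campaign mean plus 3 SD, with each screening campaign given its own cutoff, cut at about 60% in these data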;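 also: 0% = DMSO treated cells and 100% = gossypol at 36 µM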
NCOA3 inh – inhibitors of human steroid receptor coactivator 3 (SRC3); HEK293 GAL4-SRC3 luciferase reporter, luminescence; inhibition, % at 3.6 µM; 360,000 tested, 0.17% active; AID 588352; Q9Y6Q9;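 active = inhibition above a per-campaign cutoff, the mean of all compounds plus 3 SD, cut at about 60% in these data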;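 also: 0% = DMSO-treated cells and 100% = gossypol-treated cells at 36 µM; higher means less SRC3-driven luciferase light from the GAL4 reporter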
LRH-1 inv ag – inverse agonists of human LRH-1 (NR5A2). inhibition, % at 3.6 µM. O00482. 360,000 tested, 0.13% active. HEK293T StAR-luciferase reporter, LRH-1 transfected, 24 h;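 active = inhibition above the mean inhibition of all tested compounds plus 3 SD, cut at about 73% in these data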;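 also: 0% = DMSO wells and 100% = reporter-only cells lacking LRH-1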
Target sequence (O00482 whole entry, looked up): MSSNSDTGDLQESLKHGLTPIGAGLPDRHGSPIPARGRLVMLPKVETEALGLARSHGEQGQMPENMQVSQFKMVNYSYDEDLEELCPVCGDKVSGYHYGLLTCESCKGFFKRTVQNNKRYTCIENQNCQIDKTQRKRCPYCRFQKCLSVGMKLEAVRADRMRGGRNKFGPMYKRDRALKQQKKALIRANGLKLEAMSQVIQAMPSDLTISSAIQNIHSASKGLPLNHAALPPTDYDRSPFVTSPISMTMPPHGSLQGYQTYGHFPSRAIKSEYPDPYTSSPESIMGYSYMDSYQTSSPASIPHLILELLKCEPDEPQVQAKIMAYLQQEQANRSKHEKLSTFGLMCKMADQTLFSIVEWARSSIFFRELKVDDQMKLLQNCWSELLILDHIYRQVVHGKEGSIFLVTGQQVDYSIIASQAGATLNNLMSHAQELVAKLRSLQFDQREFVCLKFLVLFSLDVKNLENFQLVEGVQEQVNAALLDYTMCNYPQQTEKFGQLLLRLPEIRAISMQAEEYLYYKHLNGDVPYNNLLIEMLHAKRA
COUP-TFII inh – blocks human COUP-TFII nuclear receptor; P24468; inhibition, % at 8.6 µM; AID 686940; HEK293T NGFI-A luciferase reporter, luminescence; 370,000 tested, 0.7% active;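 active = inhibition above a per-plate cutoff, mean inhibition of test wells between control levels plus 3 SD, cut at about 38% in these data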;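 also: cells cotransfected with COUP-TFII expression vector driving the NGFI-A reporter; 0% = median of COUP-TF2 test wells and 100% = reporter-only cells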
Vif inh – HIV Vif inhibition | HEK293T cells, Vif self-association by quenched fluorescence, imaging, 24 h | inhibition, % at 7.49 µM | 340,000 tested, 0.35% active; in the data active = inhibition above about 50%, passing the limit was not always enough; also: some results filed as inactive read as strong as hits
TROY signal inh – inhibitors of TROY-dependent NF-kB signaling. 360,000 tested, 0.98% active. AID 1347056. Q293 LMP1-TROYcd NF-kB luciferase reporter, 4 h. inhibition, % at 10 µM;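 active = compounds whose plate-normalised and pattern-corrected inhibition of the luciferase reporter signal at the single screening dose is 50% or more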
TLR9-MyD88 block – TLR9-MyD88 interaction inhibition | CHO BLA complementation TLR9-MyD88, CCF4 FRET ratio | inhibition, % at 4.98 µM | 340,000 tested, 0.21% active;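 active = inhibition above the mean over all tested compounds plus 3 SD, cut at about 21% in these data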;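 also: 0% = DMSO only wells and 100% = clavulanate BLA inhibitor control wells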
LMP1 NFkB inh – inhibitors of Epstein-Barr LMP1-induced NF-kappaB reporter | 350,000 tested, 0.69% active | inhibition, % at 12.5 µM | LMP1-induced NF-kappaB luciferase reporter cells, luminescence; in the data active = inhibition above about 41%;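 also: 0% = neutral control wells and 100% = reference inhibitor control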
NOD2 RIPK2 PPI – inhibitors of human NOD2-RIPK2 interaction | AID 624267 | inhibition, % at 4.98 µM | O43353 | CHO BLA complementation NOD2-RIPK2, CCF4 ratio | 360,000 tested, 0.38% active; in the data active = inhibition above about 21%;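 also: 0% = vehicle only and 100% = reference blocker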
SRC2 inh – human SRC2 (NCOA2) inhibition | Q15596 | HEK293 GAL4-SRC2 luciferase reporter, luminescence | inhibition, % at 9 µM | 370,000 tested, 0.17% active;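 active = inhibition above the mean inhibition of all tested compounds plus 3 SD, set per campaign, cut at about 52% in these data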;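 also: 0% = DMSO treated cells and 100% = cells given Gossypol at 36 µM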
TRAIL sens C8 – sensitizes caspase-8 expressing cells to TRAIL; NB7+C8 cells + TRAIL, ATPlite viability luminescence; inhibition (viability loss, TRAIL sensitization), % at 10 µM; 360,000 tested, 1% active; AID 624354;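 active = compounds causing at least 50% loss of cell viability in the single-dose screen, relative to plate controls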
* hit, by the source's call; nt = no result given. Some of the compounds tested; rates above refer to the full screens.

SMILES	NCOA1 inh	NCOA3 inh	LRH-1 inv ag	COUP-TFII inh	Vif inh	TROY signal inh	TLR9-MyD88 block	LMP1 NFkB inh	NOD2 RIPK2 PPI	SRC2 inh	TRAIL sens C8
Cn1c(=O)c2c(ncn2Cc2cccc(Cl)c2)n(C)c1=O	9	7	14	18	-19	17	7	9	4	22	-24
CCc1nnc(NC(=O)CCC(=O)N2CCN(S(=O)(=O)c3cc(Cl)ccc3OC)CC2)s1	-8	-5	-17	-2	17	-26	-8	-1	-1	14	-11
COc1cc(CCC(=O)OCC(=O)Nc2c(C)cccc2C(C)C)cc(OC)c1OC	1	6	5	-7	-6	2	2	-9	4	-26	-2
O=C(NC1CCCC1)C1CC(c2ccc(F)cc2)=NO1 (stereo unspecified)	-18	-46	-22	-13	-7	-29	-11	-4	-20	-19	-20
O=C(O)/C(=C\c1ccc(Cl)c([N+](=O)[O-])c1)c1ccc(S(=O)(=O)N2CCCC2)s1	-9	18	-10	-4	-4	17	-6	1	-12	15	-3
CCCCNC(=O)[C@H]1N2C(=O)c3c(ccc(OC)c3OC)C2SC1(C)C (stereo partly specified)	-2	-16	-13	14	-8	3	-16	-5	1	-7	-7
CCc1ccc(C(=O)COC(=O)C(CCSC)NC(=O)C23CC4CC(CC(C4)C2)C3)cc1 (stereo unspecified)	6	8	14	-9	3	-6	-2	5	-8	-4	5
CSc1nc2ccc(N3C(=O)C4CCCCC4C3=O)cc2s1 (stereo unspecified)	0	-2	-34	-6	7	-36	-3	-9	-5	-20	-6
Cc1ccc(N2CC(C(=O)OCC(=O)c3ccc([N+](=O)[O-])cc3)CC2=O)cc1 (stereo unspecified)	12	1	18	8	-3	-32	-7	-8	-6	-20	16
Cc1ccc(CNC(=O)CSCc2ccc(F)cc2)cc1	0	18	-15	6	-1	-22	-2	-7	-10	-3	17

2 entries picked at random from the list so far, as already listed:
SMILES	NCOA1 inh	NCOA3 inh	LRH-1 inv ag	COUP-TFII inh	Vif inh	TROY signal inh	TLR9-MyD88 block	LMP1 NFkB inh	NOD2 RIPK2 PPI	SRC2 inh	TRAIL sens C8
CCc1ccc(C(=O)COC(=O)C(CCSC)NC(=O)C23CC4CC(CC(C4)C2)C3)cc1 (stereo unspecified)	6	8	14	-9	3	-6	-2	5	-8	-4	5
Cn1c(=O)c2c(ncn2Cc2cccc(Cl)c2)n(C)c1=O	9	7	14	18	-19	17	7	9	4	22	-24

Next part:
SMILES	NCOA1 inh	NCOA3 inh	LRH-1 inv ag	COUP-TFII inh	Vif inh	TROY signal inh	TLR9-MyD88 block	LMP1 NFkB inh	NOD2 RIPK2 PPI	SRC2 inh	TRAIL sens C8
O=C(CN1CCN(Cc2ccc3c(c2)OCO3)CC1)Nc1ccc2c(c1)OCCO2	-7	9	16	11	1	27	-6	1	7	13	-13
COC(=O)C1(CCSC)NC(c2ccccc2F)C2C(=O)N(c3ccc4c(c3)OCCO4)C(=O)C21 (stereo unspecified)	-20	3	8	4	1	13	6	-3	-11	16	-18
O=c1cc(-c2cc3ccccc3o2)c2cc(O)ccc2o1	-5	19	14	nt	1	7	0	3	5	nt	-24
COC(C(=O)N/N=C(\C)CC(=O)Nc1ccc(N(C)C)cc1)c1ccccc1 (stereo unspecified)	-18	-14	2	-15	6	-4	-1	0	1	-17	-4
CCOC(=O)C1(C)CCN1C(=O)CSc1ccccc1 (stereo unspecified)	-38	-3	-7	-12	-4	1	nt	nt	-10	-1	-18
COc1ccc(CCC(=O)OCC(=O)Nc2ccccc2)cc1	-13	-36	-10	6	5	-47	10	-1	5	-48	-6
CS(=O)(=O)NC1c2cccc3cccc(c23)C1N1CCOCC1 (stereo unspecified)	1	6	-8	-15	nt	-1	-5	-5	-4	6	0
Cc1noc(N)c1C(=O)Nc1ccc(C(C)(C)C)cc1	-74	-88	-89	-80	13	-40	7	-17	2	-42	56*
O=C(O)CN(c1ccccc1)S(=O)(=O)c1cc(C(F)(F)F)cc(C(F)(F)F)c1	1	14	2	-15	6	13	6	-3	-1	-6	-1
CCN(CC)S(=O)(=O)c1ccc(NS(=O)(=O)c2ccc(C)c(C)c2)cc1	5	-6	27	11	-5	9	-2	1	4	6	-6
COc1ccc(N2C(=O)C(=O)/C(=C(/O)c3ccc(C)cc3)C2c2cccnc2)cc1 (stereo unspecified)	-7	8	-30	4	6	-44	-10	44*	-4	3	-6
CCOC(=O)C1C(C(=O)OC)=C(C(=O)OC)c2ccccc2N1S(=O)(=O)C(F)(F)F (stereo unspecified)	-26	6	-13	5	-3	-5	-3	-8	-7	-4	-1
O=C(CSc1nnc(-c2cccnc2)n1C1CCCCC1)NC1CCCCC1	-5	-15	-1	13	-2	-42	-3	-1	4	9	4
COCCCNC(=O)Cn1cc(/C=C(\C#N)C(=O)N2CCN(c3ccccc3)CC2)c2ccccc21	1	8	-29	7	5	-1	15	-8	-4	-6	1
Cc1cc(O)c(C)c(O)c1/C=N/NC(=O)c1cccnc1	17	18	11	18	0	5	4	-1	6	9	13
CC(=O)Nc1cccc(-c2ccnc3c2CC(C(=O)NCc2ccc(F)c(F)c2)O3)c1 (stereo unspecified)	-25	-13	16	8	-11	24	nt	nt	-2	11	3
O=C1/C(=N\S(=O)(=O)c2cccs2)C([n+]2ccc(CCCc3ccccc3)cc2)=C([O-])c2ccccc21	0	1	20	12	1	-14	nt	nt	-3	-15	3
CN(CC(=O)Nc1c(Cl)cccc1Cl)C(=O)c1n[nH]c2ccccc12	-2	13	-4	12	-2	7	5	2	5	13	-9
COc1cccc(OCCSc2nnc3sc4ccccc4n23)c1	1	-32	-17	1	-3	-35	4	-4	-12	-55	7
COc1cccc(C(N)=O)c1	-3	18	22	13	-2	-30	6	4	-12	-17	2

An excerpt of these results, in markdown.
| SMILES | NCOA1 inh | NCOA3 inh | LRH-1 inv ag | COUP-TFII inh | Vif inh | TROY signal inh | TLR9-MyD88 block | LMP1 NFkB inh | NOD2 RIPK2 PPI | SRC2 inh | TRAIL sens C8 |
| --- | --- | --- | --- | --- | --- | --- | --- | --- | --- | --- | --- |
| Cn1c(=O)c2c(ncn2Cc2cccc(Cl)c2)n(C)c1=O | 9 | 7 | 14 | 18 | -19 | 17 | 7 | 9 | 4 | 22 | -24 |
| COc1cccc(C(N)=O)c1 | -3 | 18 | 22 | 13 | -2 | -30 | 6 | 4 | -12 | -17 | 2 |
| CCc1ccc(C(=O)COC(=O)C(CCSC)NC(=O)C23CC4CC(CC(C4)C2)C3)cc1 (stereo unspecified) | 6 | 8 | 14 | -9 | 3 | -6 | -2 | 5 | -8 | -4 | 5 |
| COc1ccc(CCC(=O)OCC(=O)Nc2ccccc2)cc1 | -13 | -36 | -10 | 6 | 5 | -47 | 10 | -1 | 5 | -48 | -6 |
| CCOC(=O)C1(C)CCN1C(=O)CSc1ccccc1 (stereo unspecified) | -38 | -3 | -7 | -12 | -4 | 1 | nt | nt | -10 | -1 | -18 |
| O=C(CN1CCN(Cc2ccc3c(c2)OCO3)CC1)Nc1ccc2c(c1)OCCO2 | -7 | 9 | 16 | 11 | 1 | 27 | -6 | 1 | 7 | 13 | -13 |

Further compounds:
SMILES	NCOA1 inh	NCOA3 inh	LRH-1 inv ag	COUP-TFII inh	Vif inh	TROY signal inh	TLR9-MyD88 block	LMP1 NFkB inh	NOD2 RIPK2 PPI	SRC2 inh	TRAIL sens C8
Cc1ccc(S(=O)(=O)N2CCCCC2)cc1C(=O)N1CCCC1	11	25	0	-8	1	-9	-10	-6	0	-2	-13
COc1cc(Nc2cc(C)nc3nc(C)nn23)cc(OC)c1OC	-7	-19	-30	-1	-8	11	-4	4	6	-49	14
Cc1ccc(S(=O)(=O)N(CC(=O)O)c2ccc(Cl)c(C(F)(F)F)c2)cc1	-16	10	-14	0	1	-3	3	-2	6	0	-7
Cc1ccc(-c2cc(=O)c3ccc(F)cc3[nH]2)cc1	-22	-44	8	-9	8	-24	4	-10	-19	-30	23
CCNc1nc(SCCOc2ccccc2)nc(N(C)C)n1	9	16	2	13	-16	-3	0	-12	-14	-42	4
CC(C)Oc1ccc(C(CC(=O)NCc2ccco2)c2ccccc2)cc1 (stereo unspecified)	2	9	6	13	-8	4	3	8	9	-8	-5
Cc1ccc2nc3c(cc2c1)CN(Cc1ccco1)C(=NCC1CCCO1)S3 (stereo unspecified)	-13	1	-6	0	-1	-17	-6	-18	7	-16	0
COc1ccc(-c2[nH]ncc2/C=N\NS(=O)(=O)c2ccccc2)cc1OC	-18	4	16	13	-9	-24	-3	1	0	-11	-19
CCOC(=O)C(=CNc1ccc(O)c(C(=O)OC)c1)C(=O)OCC	-9	9	26	2	-6	30	-14	10	-6	-28	-2
CCc1ccc(CNC(=O)CCC(=O)N2Cc3cccc(OC)c3Oc3ncccc32)cc1	-12	14	-6	2	0	3	5	-4	-5	7	17
CCOc1ncccc1C(=O)OC(C)C(=O)NC(=O)NC1CCCCC1 (stereo unspecified)	-4	19	9	-4	-4	-4	-5	3	0	3	-16
